# NR2E3 ag-1: agonists of human nuclear receptor NR2E3; AID 2300; 0.12% of 320,000 active; inhibition of corepressor binding, % at 4.78 µM; GST-NR2E3/biotin-RetCOR TR-FRET, 1536-well; Q9Y5X4;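 active means percent inhibition above the cutoff of mean plus 3 SD of all tested compounds, set per screening campaign, cut at about 20% in these data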;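 further: 0% = DMSO wells and 100% = biotin wells as full block of FRET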
# Target sequence (Q9Y5X4 whole entry, looked up): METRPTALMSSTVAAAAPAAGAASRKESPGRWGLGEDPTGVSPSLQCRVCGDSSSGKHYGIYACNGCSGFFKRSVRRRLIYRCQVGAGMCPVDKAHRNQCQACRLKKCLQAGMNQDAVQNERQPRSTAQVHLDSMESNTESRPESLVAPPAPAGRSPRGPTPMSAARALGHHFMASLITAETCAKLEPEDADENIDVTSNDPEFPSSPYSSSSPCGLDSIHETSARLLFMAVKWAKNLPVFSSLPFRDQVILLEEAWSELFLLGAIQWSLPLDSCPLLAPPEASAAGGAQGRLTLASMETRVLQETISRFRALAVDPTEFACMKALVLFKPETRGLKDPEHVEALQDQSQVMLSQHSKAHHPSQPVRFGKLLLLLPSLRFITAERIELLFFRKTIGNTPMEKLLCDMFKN
#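 Material: NR2E3–RetCOR corepressor complex / Incubation: Compound–protein incubation for 5 h at 4 °C / Dosing: compound at 4.8 µM, single dose / Detection: time-resolved FRET / Benchmarks: high control biotin, low control 0.6% DMSO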
# CF NFkB inh: cystic fibrosis NF-kB activation inhibition. KKLEB NF-kB-GFP reporter, PAF-induced, GFP fluorescence overnight. inhibition, % at 5 µM. 0.86% of 360,000 active;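 active means at least 50% inhibition at 5 µM, scaled per plate between neutral and stimulator controls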;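 further: PAF is a Pseudomonas aeruginosa culture filtrate used as stimulus; plate controls were PAF-stimulated DMSO wells for no effect and unstimulated DMSO wells for full effect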
# Shn3 inh set2: reduces Shn3 3'UTR luciferase signal in osteoblasts; Clone20 osteoblast Shn3 3'UTR firefly luciferase, 24 h; inhibition, % at 12.5 µM; 0.52% of 360,000 active; AID 588674;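 active means mean inhibition of at least 75% with every replicate also reaching 75%; inconclusive means mean inhibition at least 75% but some replicate below; inactive means mean inhibition below 75%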;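 further: 0% = median of neutral control wells and 100% = pilot-screen positive control compound; some compounds past the cut are filed as inactive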
# NR2E3 ag-2: agonists of human NR2E3 nuclear receptor | 0.35% of 360,000 active | Q9Y5X4 | inhibition of corepressor binding, % at 3.98 µM | CHO-S Gal4-NCOR/VP16-NR2E3 two-hybrid, luciferase | AID 602229;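 active means inhibition above the mean of all tested compounds plus 3 SD, cut at about 70% in these data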;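 further: 0% = DMSO with NR2E3 transfected cells and 100% = cells lacking NR2E3 construct; higher means lower luciferase signal from less NR2E3 corepressor binding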
# Peg3 promoter: inhibitors of Peg3 promoter | HeLa PEG-Prom luciferase reporter, luminescence, overnight | inhibition, % at 20 µM | 1.7% of 360,000 active | AID 588405;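 active means inhibition of at least 50% at 20 µM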
# MITF TRPM1 inh: MITF TRPM1 promoter inhibition in SK-MEL-5 cells; inhibition, % at 12.5 µM; SK-MEL-5 TRPM1 promoter luciferase, 24 h; 0.83% of 330,000 active;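 active means mean inhibition across replicates of 60% or more, whatever share of single replicates reaches that level; inconclusive means some that reach 60%, reason not given; inactive means mean inhibition across replicates below 60%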; further: values of inactives mirror those of a sister screen read the other way
# PDI turbidity: blocks human protein disulfide isomerase activity; P07237; AID 588391; 0.052% of 350,000 active; inhibition, % at 10 µM; PDI insulin aggregation turbidity, A650, 90 min;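 active means mean inhibition across replicates of 30% or more, whatever share of single replicates reach that level; inconclusive means mean inhibition below 30% while every single replicate reaches 30%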;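 further: absorbance from insulin aggregation driven by PDI reduction with DTT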
# Target sequence (P07237 whole entry, looked up): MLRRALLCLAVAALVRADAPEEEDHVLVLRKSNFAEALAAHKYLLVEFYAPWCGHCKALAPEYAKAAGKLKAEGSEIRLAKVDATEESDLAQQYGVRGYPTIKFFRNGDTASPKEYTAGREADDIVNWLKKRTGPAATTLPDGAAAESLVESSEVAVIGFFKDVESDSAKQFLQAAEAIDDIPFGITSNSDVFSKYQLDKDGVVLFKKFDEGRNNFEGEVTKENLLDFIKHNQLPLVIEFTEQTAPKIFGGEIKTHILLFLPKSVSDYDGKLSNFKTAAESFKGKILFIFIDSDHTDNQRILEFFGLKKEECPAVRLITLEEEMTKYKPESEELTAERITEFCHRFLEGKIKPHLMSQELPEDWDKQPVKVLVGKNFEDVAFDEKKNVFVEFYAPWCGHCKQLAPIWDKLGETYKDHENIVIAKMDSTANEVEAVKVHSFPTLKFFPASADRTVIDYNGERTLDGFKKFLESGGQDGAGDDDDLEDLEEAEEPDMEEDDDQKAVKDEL
# Vif imaging: inhibitors of HIV Vif. inhibition, % at 7.49 µM. HEK293T cells, Vif self-association by quenched fluorescence, imaging, 24 h. 0.35% of 340,000 active; in the data active means inhibition above about 50%, passing the limit was not always enough; inconclusive means no clear call, values can overlap the other calls; inactive means below about 31%; further: some results filed as inactive read as strong as hits
# CaV13 ICDI inh: Primary screen for inhibitors of IQ motif and Ca2+-dependent inactivation inhibitor domain binding in CACNA1D, Förster resonance energy transfer in living cells, …. HEK cells, CFP/YFP FRET ICDI-IQ, plate reader, 10 min; percent FRET-ratio fall versus neutral wells. inhibition, % at 12.3 µM. 0.098% of 340,000 active;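 active means mean replicate inhibition of at least 30% and at least 1% of replicates passing that level; inconclusive means only one of the two criteria is met; inactive means neither criterion is met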;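 further: 0% = median of the neutral control wells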
# HIF-2a inh: inhibitors of HIF-2a | 786-0 RCC cells HIF-2a reporter, luciferase luminescence, overnight | inhibition, % at 18.8 µM | 0.72% of 360,000 active;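 active means inhibition of the luminescence signal of 40% or more relative to plate controls, in a single-dose primary screen at 18.75 µM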
# KKLEB tox: counter-screen for CF NF-kB inhibitors: cytotoxicity | KKLEB CF airway cells viability, ATPlite luminescence, overnight; stronger effect = lower value; cells stimulated with P. aeruginosa culture filtrate | activity change (cytotoxicity), % at 5 µM | 0.36% of 360,000 active | AID 602141;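 active means corrected activity change at or below -50% at 5 µM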
# * hit, by the source's call; ? = inconclusive; nt = no result given; & = joins results of further samples.
mol	NR2E3 ag-1	CF NFkB inh	Shn3 inh set2	NR2E3 ag-2	Peg3 promoter	MITF TRPM1 inh	PDI turbidity	Vif imaging	CaV13 ICDI inh	HIF-2a inh	KKLEB tox
CC(C)CCNC(=O)NC(=O)COC(=O)/C=C/c1cc(Br)ccc1F	1	-7	-6	-31	9	-10	7	-5	nt	15	-14
Cc1cc(O)c(C(C)C)cc1NC(=O)c1cccc(Cl)c1	-3	7	-1	-9	5	-1	-2	3	-3	10	-1
Cc1ccc(S(=O)(=O)N(C)C)cc1NC(=O)COC(=O)CN1C(=O)c2ccccc2C1=O	0	3	17	-22	4	4	7	7	-6	-6	4
O=C(c1cc2n(n1)C(C(F)(F)F)CC(c1ccco1)N2)N1CCc2ccccc2C1 (configuration not stated)	-1	2	13	-12	11	-1	-9	-2	nt	-2	-10
Cc1ccc(NC(=O)C2(C)CCN2CCc2ccccc2)cc1O (configuration not stated)	nt	5	8	4	-1	nt	-13	nt	-6	1	-4
CC(=O)c1cccc(NC(=O)/C(=C\c2cccnc2)NC(=O)c2ccco2)c1	4	2	-59	-1	5	8	6	-4	2	2	-3
N/C(=N\OC(=O)c1ccco1)c1cccc(Br)c1	2	4	-74	-49	-285	-60	-1	0	-5	-251	4
CCCC(=O)Nc1ncnc2c1ncn2[C@@H]1O[C@@H]2OP(=O)(O)OC[C@H]2[C@H]1OC(=O)CCC	-1	14	-3	-16	2	-7	-3	26	-5	-2	-6
CCOc1cc(-c2nc(C)c(C(C)=O)n2O)ccc1OCC(=O)Nc1ccc(F)cc1	-4	-6	15	1	15	-11	6	-2	-1	14	8
CC1=CC(C)(C)[N+](C)(C)c2ccc(C)cc21	3	-2	4	-2	8	-3	4	-11	-4	1	1
O=C(c1ccccc1)c1ccc(Oc2ccc([N+](=O)[O-])cc2[N+](=O)[O-])cc1	nt	40	6	-16	-13	11	-5	12	-6	-17	-15
Cc1ccc(-c2nnc(CCC(=O)NCc3csc(C)n3)o2)s1	-2	17	-12	-27	-8	-1	6	nt	-1	-19	6
COC(=O)Cc1cc(=O)n2[nH]c(C(F)(F)F)nc2n1	1	-8	-18	-6	1	4	-7	nt	nt	9	-4
O=c1c2ccccc2cnn1Cc1nnc(-c2cccs2)o1	2	-13	-10	-5	-16	-7	10	-4	-2	-19	9
Cc1nn(C)c(C)c1NC(=O)COc1ccccc1C#N	nt	-14	-3	-3	9	8	3	?	-3	7	-10
C=CCN1C(=O)/C(=C\c2ccc(OC(=O)c3ccco3)c(OC)c2)SC1=S	3	-41	-5	-14	-70	-24	-2	-12	-6	-38	-6
CCN1CCCC1CNC(=O)Cn1cc2c(n1)CCC(C)C2 (configuration not stated)	4	-4	2	2	9	-7	nt	-9	-10	-2	-2
O=C(NCCSc1c[nH]c2ccccc12)c1ccco1	-1	-4	-1	-3	-14	nt	nt	18	-6	-42	0
N#Cc1cnc2nc1NCCCCCCC2	nt	28	-13	9	24	nt	-3	-10	-5	6	-3
O=C(O)c1ccc2nc(CO)[nH]c2c1	2	10	8	-1	-5	7	3	-6	nt	18	-7
Cc1ccc(NC(=O)N2CCCc3ccccc32)cc1	7	12	-15	-33	-88	-26	6	3	-6	-96	4
Cc1ccc(OCCCn2cc(C#N)c3ccccc32)cc1	4	2	11	-38	-51	-11	0	0	-4	-140	13
Cc1ccc(N2CC(C(=O)NCCS(=O)(=O)N3CCN(c4ccc(F)cc4)CC3)CC2=O)cc1 (configuration not stated)	-2	4	2	-20	6	10	-13	0	-16	3	0
COCCCNC(=O)c1ccc(S(=O)(=O)c2ccc(C)cc2)c(NC(C)=O)c1	-2	2	-6	17	9	12	8	4	-18	23	1
O=C(Nc1cc(Cl)ccc1-n1cncn1)c1ccccc1OC(F)F	nt	-31	-11	25	3	-2	2	-15	-7	11	21
O=C(CN(c1cccc([N+](=O)[O-])c1)S(=O)(=O)c1ccccc1)N(Cc1ccccc1)Cc1ccccc1	2	3	8	-9	28	1	8	nt	-5	14	-1
C=CCNc1c2c(nc3nnnn13)CCCC2	0	4	-20	-27	4	-9	0	3	3	3	8
CC(C)(C)c1nc2ccc(Cl)cn2c1CC1CCCCC1	nt	44	-3	-5	3	nt	nt	nt	-6	14	-14
Cn1c(SCC(=O)Nc2ccc(F)cc2)nnc1C1CC1	-4	7	18	-35	4	-15	1	-5	-7	-13	8
Cc1ccc(C(=O)Nc2ccc(-c3csc(C)n3)cc2)cc1	-3	-3	-51	-88	-333	-27	-10	11	-3	-283	8
O=C1C(Cc2ccccc2)Nc2ncnc(N3CCN(c4ccccc4)CC3)c2N1Cc1ccc(Br)cc1 (configuration not stated)	nt	26&17	4&-24	18&-9	-1&14	6	-10	0	-7	9&5	-10&2
CCOc1ccc(NC(=O)CNC(=O)COc2ccccc2)cc1	0	4	-24	-11	-39	-8	-15	-2	-6	-29	2
Cn1c(=O)[nH]c2c(nc(-c3ccc(Cl)cc3)n2C)c1=O	-1	1	-3	-28	11	6	-3	-3	-2	11	1
Cc1ccc(-c2cc(-c3ccccc3)no2)cc1	4	-18	-76	-142	-233	-36	-6	-3	-10	-121	-32
CCOc1ncccc1C(=O)NCc1ccc(C)cc1	0	18	-10	-14	-2	-4	3	5	-19	4	-18
Cc1ccc(C)c(N2CCN(C(=O)c3ccc(Cl)c(NC4=NC5CS(=O)(=O)CC5S4)c3)CC2)c1 (configuration not stated)	0	11	-1	-15	8	5	-7	-2	-15	14	-17
COCCn1nnnc1SCC(=O)c1ccc(F)cc1	0	-6	-8	-4	-28	-4	4	-5	-4	-47	2
O=C(CSc1nc2ccccc2c(=O)n1-c1ccc(F)cc1)NCc1ccco1	3	-4	30	-5	20	-2	-3	6	-3	-19	-10
CCC(=O)Nc1c(C(=O)N2CCN(c3ccccn3)CC2)cnn1-c1ccc(C)cc1	-1	-3	8	0	0	6	-1	7	-4	1	4
CN(c1ccccc1)S(=O)(=O)c1cccc(NC(=O)CCNC(=O)c2ccco2)c1	nt	-16	8	-18	15	nt	1	-7	-5	21	5
Cc1ccccc1Cn1nc(C)c(NC(=O)c2nc3n(n2)C(C(F)F)CC(C)N3)c1C (configuration not stated)	1	-4	12	-21	15	0	2	-5	nt	5	5
CC(C)c1c(Cl)c(O)c(-c2ccccc2)c(=O)n1-c1ccc(F)cc1	-1	7	-4	6	5	5	-3	25	-3	6	9
CC(CNS(=O)(=O)c1cc(Cl)ccc1Cl)CN(C)C (configuration not stated)	0	7	-7	-27	13	0	2	-1	-4	18	-6
CCC(c1nnnn1Cc1ccccc1)N1CCN(C/C=C/c2ccccc2)CC1 (configuration not stated)	nt	-28	14	-1	-1	nt	nt	2	nt	-14	-10
O=C(CCCC(=O)N(c1ccc2c(c1)OCCO2)C(C(=O)NC1CCCCC1)c1ccc(F)cc1)Nc1ccccn1 (configuration not stated)	1	14	-3	28	28	4	-2	-22	-5	15	-9
COc1cccc(-c2cnc(C(O)c3ccc(C)cc3)[nH]2)c1 (configuration not stated)	nt	12	0	-15	-39	nt	10	nt	-9	-84	-16
Cc1occc1-c1nnc(SCC(=O)N2CCc3ccccc32)o1	-8	-8	-3	19	-8	3	-3	-13	-3	1	-1
COc1cccc2c(=O)cc(C)n(CC(=O)Nc3ccccc3C)c12	0	-7	30	7	-4	4	0	nt	nt	5	-4
COc1ccc([C@H]2CC(=O)C=C(c3ccc4ccccc4c3)C2)cc1OC	2	3	18	14	12	nt	-2	-3	-6	-4	-18
CCOC(=O)C(NCc1ccc(OC)cc1)(NC(C)=O)C(F)(F)F (configuration not stated)	3	11	-5	8	-6	-6	-7	-1	-3	1	4
O=C(NCCCN1CCN(Cc2ccccc2)CC1)C1CCN(S(=O)(=O)N2CCC3(CC2)OCCO3)CC1	-1	0	5	-4	17	-6	1	-3	-1	6	0
COc1ccc(S(=O)(=O)N2CCCC(C(=O)Nc3cccnc3)C2)cc1Cl (configuration not stated)	1	12	59	15	8	12	18	-18	-5	16	4
COc1ccc(C(=O)/C=C/N(C)C)cc1OC	2	14	9	6	20	-9	-4	26	nt	1	-21
Cn1c(=O)c2c(nc3n2CCS3)n(C)c1=O	0	-3	4	7	3	-4	1	-5	-16	13	11
FC(F)(F)C1=Nc2cccc3cccc(c23)N1	nt	-16	-4	-9	111*	34	-4	2	-14	-5	-7
CC1CCCN(C(=O)c2cc(S(=O)(=O)N3CCCCC3)c[nH]2)C1 (configuration not stated)	-1	22	-2	-4	4	7	1	6	-6	8	-2
OCC1(Cc2ccc(F)cc2F)CCCN(Cc2ccc(Cl)cc2)C1 (configuration not stated)	-4	7	6	-12	10	-2	-1	-2	-1	17	6
CCOC(=O)C1=C(C)NC(=O)NC1c1ccc(OC)c(Cl)c1 (configuration not stated)	3	-12	-13	-4	-2	-3	-5	-12	-7	-11	-21
COC(=O)C1=C(C)N(Cc2ccccc2)C(=NCC2CC2)N[C@H]1c1ccccc1	nt	8	40	-9	0	11	-3	-7	-6	4	-9
CN=C(Nc1ccc2c(c1)OCO2)SC1CC(=O)N(c2ccccc2)C1=O (configuration not stated)	2	0	10	4	3	-11	8	-14	-3	16	7

# The listing continues.
mol	NR2E3 ag-1	CF NFkB inh	Shn3 inh set2	NR2E3 ag-2	Peg3 promoter	MITF TRPM1 inh	PDI turbidity	Vif imaging	CaV13 ICDI inh	HIF-2a inh	KKLEB tox
CN(C)CCCN(C(=O)c1sc2ccccc2c1Cl)c1nc2ccc(F)cc2s1	10	14	-30	-57	-251	-15	3	-21	-5	-186	-10
S=c1[nH]nc(COc2ccc(Cl)cc2Cl)n1-c1ccccc1	3	-17	-62	-16	8	-4	-4	0	-20	17	4
COc1ccccc1N(CC(=O)NCC(C)C)S(=O)(=O)c1cccs1	-2	-18	3	22	3	3	-1	13	-5	5	16
CC(=O)NC1(c2ccccc2)CCN(c2cc(C)nc(-c3ccccc3)n2)CC1	5	21	-29	8	9	-3	-1	1	-4	33	-6
O=C(N/N=C/c1ccc(Br)o1)c1ccc2c(c1)OCCO2	-1	-19	-66	-78	-215	-60	1	15	-18	-177	7
CCNC(=S)NNC(=O)c1csc(CC)c1	-1	1	-42	-19	-67	-8	6	2	-4	-103	-8
CCN(C(=O)CSc1nc(C)nc2sc3c(c12)CCC3)C1CCS(=O)(=O)C1 (configuration not stated)	nt	-13	23	19	23	nt	-4	-2	-4	18	0

# Screening data: PubChem, several laboratories
